# Screening data (PubChem BioAssay)
# GAA inhib – qHTS Assay for Inhibitors of Human alpha-Glucosidase as a Potential Chaperone Treatment of Pompe Disease. Lysosomal alpha-glucosidase (Homo sapiens), P10253. purified human GAA, 4-MU-alpha-glucoside fluorescence. Potency, µM (titrated, usually from 76.9 µM), for the others: at the top dose activity change, negative = inhibition, most hits filed as inhibitors. 0.005% of 200,000 active;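 also: plate controls were uninhibited enzyme wells for no effect and no-enzyme background for full effect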
#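 Enzyme (4 nM final) mixed with compound (up to 77 uM), then 4-MU-alpha-D-pyranoside (400 uM final) added; 20 min at room temperature, pH 5.0. Reaction stopped at pH 10, fluorescence read, AC50 derived by Hill fit.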
# GLA spleen mod – qHTS Assay for Inhibitors and Activators of Human alpha-Galactosidase From Spleen Homogenate | Alpha-galactosidase A (Homo sapiens), P06280 | human spleen homogenate, 4MU-alpha-Gal fluorescence, 40 min | Potency, µM (highest dose often 80 µM), for the others: at the top dose activity change, negative = inhibition, hits mostly inhibitors | 0.008% of 240,000 active | AID 2107, 2009;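 also: 0% = enzyme with vehicle and -100% = no enzyme basal signal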
# Target sequence (P06280 32-429 limits assumed): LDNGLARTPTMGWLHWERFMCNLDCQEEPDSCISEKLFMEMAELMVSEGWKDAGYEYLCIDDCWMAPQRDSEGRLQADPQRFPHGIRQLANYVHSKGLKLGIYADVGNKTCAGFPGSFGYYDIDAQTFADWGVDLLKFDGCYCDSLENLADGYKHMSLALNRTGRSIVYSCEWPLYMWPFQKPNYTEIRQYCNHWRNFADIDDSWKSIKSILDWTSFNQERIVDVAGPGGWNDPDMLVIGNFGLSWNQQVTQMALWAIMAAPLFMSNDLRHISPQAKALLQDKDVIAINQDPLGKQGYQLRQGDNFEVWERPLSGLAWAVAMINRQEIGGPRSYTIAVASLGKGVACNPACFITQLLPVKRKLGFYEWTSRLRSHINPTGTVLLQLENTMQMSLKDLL
#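 Human spleen homogenate (1 ug) as enzyme source, 4-methylumbelliferyl-alpha-D-galactopyranoside 1 mM final, citrate/phosphate pH 5.0 with 0.01% Tween-20. Compounds 40 min at 37C, NaOH/glycine stop; fluorescence Ex 365/Em 440, Hill-fit AC50.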
# aGlu spleen mod – qHTS Assay for Inhibitors and Activators of Human alpha-Glucosidase From Spleen Homogenate | AID 2112, 2009 | 0.006% of 240,000 active | Potency, µM (series often up to 79.9 µM), inactives show top-dose activity change, negative = inhibition, hits mostly inhibitors | human spleen homogenate, 4-MU-alpha-glucoside fluorescence | Lysosomal alpha-glucosidase (Homo sapiens), P10253;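 also: 0% = enzyme with vehicle and -100% = no enzyme basal signal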
#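 Compounds were titrated against alpha-glucosidase in spleen homogenate at pH 5.0, with 1 mM 4-methylumbelliferyl substrate for 40 min at 37 C. Reactions were quenched with pH 10 NaOH/glycine and fluorescence measured.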
# Tau fluor counter – Counterscreen qHTS for Inhibitors of Tau Fibril Formation, Fluorescence Polarization. 0.93% of 280,000 active. AID 1463, 2008. Potency, µM (highest dose often 57.7 µM), for the others: top-dose activity change, negative = decrease. tau K18 P301L Alexa594 fluorescence, heparin fibrillization; also: % is scaled to controls: 0 for no effect and ±100 for the full control effect; nearly all actives have a fitted effect of over 55% in size
#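 Human tau K18 P301L (15 uM unlabeled, 0.24 uM Alexa 594-labeled) in 100 mM sodium acetate pH 7 with 20 uM heparin, 6 hr at 37 C. ThT 30 uM added, 1 hr ambient; Alexa 594 FP and total fluorescence read at 555/632 nm.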
# GAA glycogen mod – qHTS Assay for Inhibitors and Activators of Human alpha-Glucosidase Cleavage of Glycogen. recombinant GAA, glycogen substrate, Amplex Red glucose oxidase fluorescence. Potency, µM (top dose mostly 76.4 µM), without a hit: at the highest dose activity change, negative = inhibition, usual class: inhibitors. Lysosomal alpha-glucosidase (Homo sapiens), P10253. 0.38% of 300,000 active;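 also: 0% = full enzyme reaction and -100% = no-enzyme basal signal; the screen sought inhibitors and activators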
#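 Recombinant human enzyme (4 nM); glycogen substrate; 37 C, 40 min, pH 5.0. Readout: coupled glucose oxidase/Amplex Red fluorescence.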
# HTT cytoprotect – qHTS Multiplex Assay to Identify Dual Action Probes in a Cell Model of Huntington: Cytoprotection (ATP). AID 1471, 2008. 0.14% of 230,000 active. PC12 HTT-Q103 induced, cytoprotection, ATP luminescence, 40 h. Potency, µM (top dose mostly 56.4 µM), for inactives: cytoprotection (ATP increase), actives largely listed as activators;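 also: % of control where 0% means no effect; nearly all actives have a fitted effect of over 45% in size; toxic huntingtin expression switched on by the ecdysone agonist tebufenozide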
#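 Rat PC12, Q103 Htt exon1-GFP fusion, ecdysone promoter; tebufenozide inducer 100 nM final; compound titration; qHTS, 1500 cells/well; ATPlite luminescent read.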
# Tau FP inhib – qHTS for Inhibitors of Tau Fibril Formation, Fluorescence Polarization | Microtubule-associated protein tau (Homo sapiens), P10636 | K18 P301L tau heparin fibrillization, Alexa594 FP, 6 h | Potency, µM (series often up to 57.7 µM), for inactives: top-dose activity, negative = inhibition, usual class: inhibitors | 0.39% of 280,000 active | AID 1468, 2008; also: % is scaled to controls: 0 for no effect and ±100 for the full control effect; nearly all actives have a fitted effect of over 55% in size
# Target sequence (P10636 561-689 P618L limits assumed): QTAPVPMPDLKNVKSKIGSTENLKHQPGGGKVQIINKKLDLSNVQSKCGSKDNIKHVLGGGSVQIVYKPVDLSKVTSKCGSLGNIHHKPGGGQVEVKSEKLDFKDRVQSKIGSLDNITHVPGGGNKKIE
#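 Steps: dispense K18 P301L tau (15 uM plus 0.24 uM Alexa 594 tracer, final) in pH 7 sodium acetate; add compound; add heparin (20 uM final); incubate 6 hr, 37 C; add ThT (30 uM final); after 1 hr ambient, read FP.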
# Tau ThT inhib – qHTS for Inhibitors of Tau Fibril Formation, Thioflavin T Binding. Microtubule-associated protein tau (Homo sapiens), P10636. recombinant tau K18 P301L (four-repeat tau fragment), heparin-induced fibrillization, ThT fluorescence. Potency, µM (top dose mostly 57.4 µM), inactives show at the highest dose activity, negative = inhibition, usual class: inhibitors. 2.1% of 270,000 active; also: % is scaled to controls: 0 for no effect and ±100 for the full control effect; nearly all actives have a fitted effect of over 55% in size
#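 Heparin-induced (20 uM) aggregation of recombinant human K18 P301L tau, 15 uM unlabeled with 0.24 uM labeled, pH 7 acetate buffer, 6 hr at 37 C with compound. Fibrils quantified by 30 uM ThT fluorescence after 1 hr ambient incubation.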
# The depositor's hits bear a star; ? = inconclusive; · = not tested or not shown; [ ] = remark or other dose. Calls follow the shape of the dose curve; as a rule, active = well fitted curve in the direction sought with a large enough effect; inconclusive = small, poorly fitted or top-dose-only effect, or another doubt; inactive = no such curve, though single readings can be large; an effect the other way counts as inactive or inconclusive. Potency is read from the fitted curve at half-maximal effect. The order is random; 3.3% or so of the library scored in one or more.
SMILES,GAA inhib,GLA spleen mod,aGlu spleen mod,Tau fluor counter,GAA glycogen mod,HTT cytoprotect,Tau FP inhib,Tau ThT inhib
COc1ccc(-c2ncc(CN3CCC(CO)(Cc4cccc(OC)c4)CC3)cn2)cc1,3%,-2%,0%,-13%,-13%,-35%[inhibitor],3%,-15%
CC(=O)N1CCN(S(=O)(=O)c2ccccc2)C1c1ccccc1 (configuration not stated),-2%,-11%,0%,-3%,-1%,1%,-1%,4%
Cc1nc(NS(=O)(=O)c2ccccc2)sc1NC(=O)Nc1ccccc1,?,18%,3%,-9%,?,-6%[10 µM],1%,-6%
COc1cc2c(cc1OC)CC(=O)NC=C2,-1%,-2%,·,-1%,13%,-22%,-1%,11%
CCc1nn(CC(=O)Nc2cc(C)cc(C)c2)c(=O)c2cc3sccc3n12,·,·,·,-5%,13%[76.3 µM],·,3%,7%
CNC(=O)CN(C1CCCCC1)S(=O)(=O)c1ccc(F)cc1,?,-1%,-4%,-1%,4%,-4%,-6%,1%
CC(C)C(=O)Nc1ccc(C(=O)Nc2nnc(C(C)C)s2)cc1,3%,-14%,2%,-15%,12%,-3%[10 µM],-13%,-15%
CC(=O)c1ccc(Oc2nc(-c3cccnc3)nc3ccccc23)cc1,-9%,-6%,-4%,-3%,-1%,-24%,-6%,-11%
Cc1cccc(N2CCN(c3ccc(NC(=O)/C=C\C(=O)O)cc3)CC2)c1,-5%,-9%,-10%,-2%,?,11%[10 µM],-9%,7%
Cc1ccccc1NS(=O)(=O)c1cc(C(=O)NCc2ccco2)ccc1C,?,2%,2%,-12%,1%,-30%,4%,-7%
COc1ccc(Nc2ccc([N+](=O)[O-])cc2[N+](=O)[O-])cc1,-6%,-5%,-9%,?,-10%,?,13%,?
CSCCC1Nc2ccc(S(=O)(=O)N3CCOCC3)cc2NC1=O (configuration not stated),-4%,0%,-9%,-23%,12%,-22%,?,?
CCOC(=O)Cc1csc(NC(NC(=O)CC)(C(F)(F)F)C(F)(F)F)n1,2%,-2%,-2%,4%,-8%,12%,1%,2%
Cn1cc(S(=O)(=O)N2CCN(c3ccc(F)cc3)CC2)c(=O)n(C)c1=O,-2%,-4%,-2%,-2%,-2%,4%[10 µM],-2%,-9%
CC(=O)c1c(-c2ccccc2)c2ccccc2[nH]c1=O,13%,1%,0%,2%,-5%,·,0%,3%
O=C(CSc1nnc(-c2ccccc2)c2ccccc12)NCC1CCCO1 (configuration not stated),-2%,4%,1%,4%,1%,?,2%,-13%
COC(=O)c1ccccc1OC(=O)c1cccnc1,-3%,3%,0%,-3%,-3%,0%,7%,-6%
CCN(CC)c1ccc(NC(=O)C(Cc2ccccc2)NS(=O)(=O)c2ccc(Br)s2)c(C)c1 (configuration not stated),·,·,·,?,6%[76.3 µM],·,0%,-10%
Cc1cc(C)c2c(N)c(C(=O)NN)sc2n1,·,-2%,3%,-23%,?,-7%[10 µM],7%,?
COCCCNCCOCCOc1ccc(Cl)cc1C(C)(C)C,-12%,-9%,-6%,-2%,9%,-14%[0.074 µM],-1%,-8%
Cn1c(=O)[nH]c(=O)c2c1nc(N1CCCCCC1)n2CCOc1ccccc1,7%,5%,1%,6%[2.34 µM],-6%,2%[10 µM],6%[2.34 µM],2%
NS(=O)(=O)c1ccc(CCNC(=O)CCC2COc3ccccc3O2)cc1 (configuration not stated),-7%,-2%,0%,-9%,8%,-12%[10 µM],-6%,-22%
COc1cc(OC)cc(C(=O)n2cnnc2N)c1,1%,6%,3%,-8%,7%,-4%,0%,?
O=C(COC(=O)c1cccnc1Nc1cccc(C(F)(F)F)c1)NC1CCS(=O)(=O)C1 (configuration not stated),-6%,7%,-16%,?,-8%,-12%[10 µM],-14%,-3%
Cc1nc(SCc2ccc(C(=O)O)cc2)nc2c1CCCC2,15%,-6%,-6%,-25%,22%,6%[10 µM],-13%,0%
CCc1ccccc1N(C)C(=O)CCc1nc(-c2ccc(C)cc2)no1,-23%,3%,3%,2%,-10%,-66%[inhibitor],-4%,-12%
COc1ccccc1NC(=O)CSc1nnc(CNC(=O)COc2ccc(Cl)cc2)o1,2%,1%,5%,-18%,1%,-8%,-5%,-7%
O=C(NC(Cc1c[nH]c2ccccc12)C(=O)N/N=C/c1cccc2ccccc12)c1cccs1 (configuration not stated),-7%,-4%,-6%,?,2%,-1%[1.9 µM],?,10%
COc1cccc(CNC(=O)N[C@@H](C)C(=O)O)c1,·,-3%,-5%,-6%,-2%,-4%[10 µM],6%,-5%
COc1ccc(N(C(=O)COc2ccc(C)cc2)S(=O)(=O)c2ccc(C)cc2)cc1,7%,2%,4%,-6%,-4%,9%[10 µM],9%,-15%
CCN(CC)S(=O)(=O)c1ccc2c(c1)c(=O)c(C(=O)NCc1ccc3c(c1)OCO3)cn2C,6%,0%,4%,-22%,2%,·,0%,-5%
COc1ccccc1N1CCN(/N=C/c2cc(OC)c(O)c(OC)c2)CC1,-12%,?,-3%,8%,?,15%[10 µM],9%,8%
CCN(CC)S(=O)(=O)c1ccc(NC(=O)CN(c2cccc(C)c2)S(C)(=O)=O)cc1,-15%,5%,-16%,-29%,-7%,-8%[10 µM],-13%,-6%
CCCCCCNCC1OCc2ccccc2CO1,-5%,5%,-3%,-1%,-6%,18%[1.9 µM],0%,1%
Cc1cc(C)c2[nH]c(=O)c(C(c3nnnn3C(C)(C)C)N(Cc3ccco3)CC3CCCO3)cc2c1 (configuration not stated),-10%,-21%,-7%,6%,0%,-8%,-2%,-5%
O=C(CCc1nc2ccccc2[nH]1)Nc1ccc(F)cc1,3%,2%,-1%,3%,3%,-11%[0.074 µM],2%,-7%
O=C(O)Cc1csc(NC(=O)CSc2cccc(C(=O)O)n2)n1,·,-6%,6%,7%,1%,-1%[10 µM],0%,·
Cc1cnc(NC(=O)c2ccc(-c3nc4ccccc4s3)o2)s1,-8%,11%,9%,-24%,-7%,-38%,4%,?
O=C(c1ccc(CSc2ccccc2)cc1)N1CCN(c2ccccc2)CC1,-3%,-15%,7%,-2%,-16%,·,10%,-15%
CCc1[nH]c(=S)c(C#N)c(-c2ccccc2)c1C(=O)OC,11%,-3%,-7%,3%,?,33%[10 µM],-7%,5%
CCC(C)n1c(=N)c(C#N)cc2c(=O)n3cccc(C)c3nc21 (configuration not stated),?,-5%,-3%,12%[2.34 µM],-2%,-39%[10 µM],7%[2.34 µM],-8%
CC(=O)Oc1ccc(/C=C2\N=C(C3CCCCC3)OC2=O)cc1,0%,4%,6%,-6%,-10%,-15%,-6%,?
COc1cccc(C(=O)NC(=S)Nc2ccc(Cl)c(C(=O)O)c2)c1,-11%,1%,-1%,-3%,-11%,-3%,1%,2%
Cc1ccc(S(=O)(=O)c2cn(Cc3cccc(F)c3)c3cc(N4CCCC4)c(F)cc3c2=O)cc1,·,·,·,-5%,-13%[76.3 µM],·,-11%,-2%
Cc1ccc(CN(C(=O)COc2ccc([N+](=O)[O-])cc2)c2ccccn2)cc1,·,·,·,-28%,10%[76.3 µM],·,1%,-13%
O=C(/C=C/c1ccco1)NC(=S)Nc1ccc(O)c(-c2nc3ccccc3s2)c1,-5%,6%,-4%,-28%,21%,-13%[10 µM],7%,?
O=C1CC(c2ccccc2)CC(O)=C1C=NC1CCCCC1 (configuration not stated),-8%,-3%,-5%,-14%,-3%,-23%,-1%,?
Cc1nnsc1S(=O)(=O)Cc1ccccc1Cl,7%,-8%,-11%,-10%,-1%,-13%,-10%,-2%
Cc1nn(-c2ccccc2)c(N2CCCC2)c1/C=N/NC(=S)Nc1cc(C(F)(F)F)ccc1Cl,4%,-11%,-13%,-28%,-10%,24%[10 µM],14%,-17%
CCOC(=O)N1CCN(c2nc3c(c(=O)[nH]c(=O)n3C)n2Cc2ccccc2Cl)CC1,?,-1%,0%,-3%,3%,-5%,-3%,2%
Cc1ccc(C)c(/C(O)=C2\C(=O)C(=O)N(Cc3cccnc3)C2c2cccnc2)c1 (configuration not stated),-7%,9%,-4%,7%,6%,-8%,1%,10%
Cc1ccc2c(C)c(C(=O)Nc3ccc(S(N)(=O)=O)cc3)oc2c1C,9%,-8%,-6%,4%,21%,-41%[inhibitor],-9%,?
CSc1ncccc1C(=O)OCc1ccc(C#N)cc1,3%,-2%,1%,-6%,-10%,0%,-5%,-5%

# Limited to Tau FP inhib, Tau ThT inhib and HTT cytoprotect (3 entries from above):
Compound | Tau FP inhib | Tau ThT inhib | HTT cytoprotect
Cc1nc(NS(=O)(=O)c2ccccc2)sc1NC(=O)Nc1ccccc1 | 1% | -6% | -6%[10 µM]
COc1cc2c(cc1OC)CC(=O)NC=C2 | -1% | 11% | -22%
CCc1nn(CC(=O)Nc2cc(C)cc(C)c2)c(=O)c2cc3sccc3n12 | 3% | 7% | ·

# Grouped by structure, those above with a cyano group.
SMILES,GAA inhib,GLA spleen mod,aGlu spleen mod,Tau fluor counter,GAA glycogen mod,HTT cytoprotect,Tau FP inhib,Tau ThT inhib
CCc1[nH]c(=S)c(C#N)c(-c2ccccc2)c1C(=O)OC,11%,-3%,-7%,3%,?,33%[10 µM],-7%,5%
CCC(C)n1c(=N)c(C#N)cc2c(=O)n3cccc(C)c3nc21 (configuration not stated),?,-5%,-3%,12%[2.34 µM],-2%,-39%[10 µM],7%[2.34 µM],-8%
CSc1ncccc1C(=O)OCc1ccc(C#N)cc1,3%,-2%,1%,-6%,-10%,0%,-5%,-5%
